GPR7 antagonist: human neuropeptides B/W receptor 1 antagonism; P48145; GPR7-expressing cells, fluorescence antagonist assay; inhibition, % at 4.4 µM; hit rate 1.1% among 290,000; in the data active = inhibition above about 16%, passing the limit was not always enough;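 note: cells stimulated with the agonist NPW; 0% = agonist with vehicle and 100% = vehicle without agonist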
Target sequence (P48145 whole entry, looked up): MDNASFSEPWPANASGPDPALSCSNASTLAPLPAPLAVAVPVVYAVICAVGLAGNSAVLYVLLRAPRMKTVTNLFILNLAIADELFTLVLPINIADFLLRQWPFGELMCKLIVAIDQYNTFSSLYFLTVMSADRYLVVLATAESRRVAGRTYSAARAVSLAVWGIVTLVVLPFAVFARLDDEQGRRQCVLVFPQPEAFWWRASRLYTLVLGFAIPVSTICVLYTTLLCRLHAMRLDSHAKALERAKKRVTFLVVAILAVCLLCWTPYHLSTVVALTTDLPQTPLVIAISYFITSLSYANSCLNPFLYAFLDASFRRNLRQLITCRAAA
OXTR ag: human OXTR agonism; CHO-OTR cells, Fluo-8 calcium fluorescence; normalized: DMSO 0%, oxytocin 100%; activation, % at 3 µM; hit rate 0.32% among 320,000; AID 2435;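 active = activation above the mean of all tested compounds plus 3 SD, cutoff set per screening run, cut at about 20% in these data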;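 note: peak over basal fluorescence ratio from a 100 s FLIPR kinetic read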
Target sequence (P30559 whole entry, looked up): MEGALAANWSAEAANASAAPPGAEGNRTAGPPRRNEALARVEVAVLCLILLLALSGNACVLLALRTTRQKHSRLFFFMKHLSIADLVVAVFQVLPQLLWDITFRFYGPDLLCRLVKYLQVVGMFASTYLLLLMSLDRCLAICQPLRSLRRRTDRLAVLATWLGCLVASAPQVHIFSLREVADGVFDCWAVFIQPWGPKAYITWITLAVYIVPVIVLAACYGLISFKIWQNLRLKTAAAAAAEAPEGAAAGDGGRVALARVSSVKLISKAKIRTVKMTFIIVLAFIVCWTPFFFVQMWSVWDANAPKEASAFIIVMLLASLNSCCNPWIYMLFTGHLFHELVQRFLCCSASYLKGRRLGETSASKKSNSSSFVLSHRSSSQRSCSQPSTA
PHOSPHO1 block: PHOSPHO1 (human) inhibition. Q8TCT1. recombinant PHOSPHO1, absorbance phosphatase assay. inhibition, % at 13.3 µM. hit rate 1.1% among 290,000. AID 1565; in the data active = inhibition above about 60%
V1aR counter: activates human V1a receptor in oxytocin agonist counter-screen; CHO-V1R cells, Fluo-8 calcium fluorescence, agonist mode; 0% DMSO, 100% 3 nM vasopressin; AID 2797; hit rate 0.25% among 320,000; activation, % at 3 µM; P37288;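 active = activation above the mean activation of all tested compounds plus 3 SD, per screening run, cut at about 20% in these data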;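 note: signal is peak over basal fluorescence ratio across a 100 second FLIPR read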
NALP1 inh: blocks the NALP1 inflammasome reconstituted in yeast. AID 2071. hit rate 0.61% among 280,000. inhibition, % at 10 µM. S. cerevisiae NALP1/ASC/caspase-1 growth, X-gal OD620, 72 h; in the data active = inhibition mostly above about 24%, no sharp cut-off; inactive = mostly below about 32%; note: some compounds called inactive have numbers as strong as hits
GalR3 antagonist: antagonists of human GalR3; O60755; HEK293 GalR3-CNG cAMP membrane potential fluorescence; galR3 body fused to GalR1 C-terminus; inhibition, % at 3 µM; hit rate 0.44% among 360,000; AID 651719;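 active = inhibition above the screen-wide average plus 3 SD, cut at about 13% in these data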;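 note: forskolin and galanin both at EC90 stimulate the cells; cAMP rise reported by CNG channel membrane potential dye signal; 0% = forskolin plus galanin with DMSO and 100% = forskolin alone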
Target sequence (O60755 1-299 limits assumed): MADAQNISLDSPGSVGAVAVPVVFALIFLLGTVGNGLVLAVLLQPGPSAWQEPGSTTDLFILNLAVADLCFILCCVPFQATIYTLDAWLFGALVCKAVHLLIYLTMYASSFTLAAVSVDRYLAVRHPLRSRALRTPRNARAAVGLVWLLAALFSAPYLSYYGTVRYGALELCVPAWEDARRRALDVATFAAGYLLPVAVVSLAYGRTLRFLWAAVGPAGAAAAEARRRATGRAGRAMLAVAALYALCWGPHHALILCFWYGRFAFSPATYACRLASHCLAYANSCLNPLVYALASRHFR
MEKK2mut PB1 HTS: signal of MEK5 binding to mutant human MEKK2 PB1 domain. hit rate 0.35% among 290,000. bead flow cytometry, Alexa488-MEK5 binding to MEKK2 mutant. AID 1530. percent response, % at 10 µM; in the data active = percent response above about 24%, passing the limit was not always enough; note: inactives centre near 1; some results filed as inactive read as strong as hits; reference of the scale not given here
MEKK3 PB1 HTS: modulators (inhibitors or enhancers) of MEK5 binding to human MEKK3 PB1 domain. bead-based flow cytometry, Alexa488-MEK5 binding to MEKK3; actives lie on both sides; 0 = blocked by unlabeled MEK5, 100 = vehicle. binding response (% of control), % at 10 µM. hit rate 1.4% among 290,000. AID 1529;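 active = binding response more than 3 SD above or below the average of its plate-row segment, actives on both sides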;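 note: Alexa488 bead fluorescence after subtracting the streptavidin-only scavenger bead signal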
MEKK2 WT-MEK5: raises or lowers MEK5 binding to wildtype human MEKK2 PB1 domain; Q9Y2U5; bead flow cytometry, Alexa488-MEK5 binding to MEKK2 WT; actives lie on both sides; binding response (% of control), % at 10 µM; hit rate 1.1% among 290,000; AID 1531; in the data active = binding response below about 67% or above about 130%
Active calls of the source: *; nt = no result given.

SMILES | GPR7 antagonist | OXTR ag | PHOSPHO1 block | V1aR counter | NALP1 inh | GalR3 antagonist | MEKK2mut PB1 HTS | MEKK3 PB1 HTS | MEKK2 WT-MEK5
CCN(CC)CC(=O)Nc1nc(-c2ccc(Cl)cc2)cs1 | -10 | -2.0 | 18 | -0.1 | 9 | 1 | 6 | 108 | 112
O=C(Cc1ccccc1F)Nc1nc(-c2cccs2)cs1 | 3 | -2.2 | 43 | 0.7 | 15 | -5 | 9 | 109 | 104
CCOc1ccccc1C(=O)N1CCCCC1C (configuration not stated) | 7 | -1.0 | -17 | 0.5 | 8 | -3 | 3 | 114 | 111
COc1ccc2c(c1)C=C([C@@H]1C[C@H]3CN(c4ccccc4)C(=O)[C@]34CCCN14)CO2 | -4 | -1.3 | 10 | -0.6 | -6 | -5 | -7 | 99 | 90
COc1ccccc1N(CC(=O)N/N=C/c1ccc(C(=O)O)cc1)S(=O)(=O)c1ccc(C)cc1 | -7 | -1.4 | 32 | -0.2 | nt | 0 | 3 | 103 | 98
Cc1cccc(NCc2cccc3ccccc23)n1 | 2 | -2.4 | 19 | 0.4 | 13 | -5 | 11 | 104 | 108
CCCC1(C(=O)OC)NC(c2cc(OC)c(OC)c(OC)c2)C2C(=O)N(CC)C(=O)C21 (configuration not stated) | -3 | 1.9 | -4 | 1.8 | 4 | -4 | -3 | 102 | 101
COC(=O)c1ccc(OCC2c3cc(OC)c(OC)cc3CCN2C(=O)c2ccco2)cc1 (configuration not stated) | 16 | -1.1 | -10 | 1.5 | 21 | -6 | 6 | 103 | 99
CS(=O)(=O)Nc1cccc2cccnc12 | -12 | 0.3 | -4 | -0.3 | -7 | -4 | 19 | 112 | 117
CCOC(=O)C(=O)Nc1cc(C(=O)OC)cc(C(=O)OC)c1 | -1 | 0.3 | 17 | -0.5 | 10 | -7 | 6 | 102 | 104
O=C1CC(NCC2CCCO2)C(=O)N1c1ccc(F)cc1 (configuration not stated) | -6 | 0.6 | 29 | -0.1 | 20 | 0 | -7 | 94 | 90
COc1ccc(NC(=O)C2CCCC2)cc1 | -13 | 9.4 | nt | -0.2 | 15 | -5 | 1 | 96 | 98
COC(=O)c1cc2occc2n1Cc1c(F)cccc1Cl | -7 | nt | 38 | nt | 19 | nt | 1 | 99 | 97
O=C(O)COc1ccc2c(c1)O/C(=C\c1cccs1)C2=O | -9 | 0.4 | 37 | -0.4 | nt | -1 | -19 | 88 | 92
COc1ccc(-n2nc(C(=O)NCC(=O)NCc3ccc(F)cc3)c3ccccc3c2=O)cc1 | -4 | -0.9 | 52 | -0.9 | 10 | -8 | -1 | 101 | 101
O=S(=O)(c1ccc(S(=O)(=O)N2CCC(O)CC2)cc1)N1CCCC1 | -4 | 0.8 | 42 | 1.3 | -2 | 0 | -2 | 104 | 94
Cc1ccc(N2CC(O)(c3cccs3)[N+]3=C2CCCC3)cc1 (configuration not stated) | -7 | 0.7 | 61* | -0.1 | 4 | -3 | -11 | 92 | 84
Cc1ccccc1-c1n[nH]c(=S)n1C | 4 | -0.7 | -137 | 1.1 | -12 | -3 | -5 | 106 | 102
NC(=O)c1cccc(N=Cc2cc(Cl)cc(Cl)c2O)c1 | -8 | nt | 35 | nt | 20 | -2 | -9 | 102 | 93
CCc1ccc(OCC(=O)N(C)C)c(Br)c1 | -15 | 0.0 | -27 | -1.1 | 12 | 1 | 4 | 103 | 109

Shown as a hit in PHOSPHO1 block, of those listed so far:
molecule	GPR7 antagonist	PHOSPHO1 block	NALP1 inh	GalR3 antagonist	MEKK2mut PB1 HTS	MEKK3 PB1 HTS	MEKK2 WT-MEK5
Cc1ccc(N2CC(O)(c3cccs3)[N+]3=C2CCCC3)cc1 (configuration not stated)	-7	61*	4	-3	-11	92	84

Additional results follow:
SMILES | GPR7 antagonist | OXTR ag | PHOSPHO1 block | V1aR counter | NALP1 inh | GalR3 antagonist | MEKK2mut PB1 HTS | MEKK3 PB1 HTS | MEKK2 WT-MEK5
O=C(Nc1ccccc1)N1CCN(Cc2ccccc2)CC1 | 1 | 0.4 | 12 | 0.6 | -5 | -5 | 9 | 108 | 113
COc1ccccc1NS(=O)(=O)c1ccc(N/N=C/c2ccccc2OCC(=O)O)c([N+](=O)[O-])c1 | -5 | -0.3 | -1 | -0.2 | 19 | -5 | -5 | 99 | 94
COC(=O)c1ccc2c(=O)[nH]c(CSc3nnc(C(F)(F)F)n3C)nc2c1 | -6 | 0.4 | 6 | 0.0 | 21 | -3 | -2 | 98 | 97
Nc1nnnn1CC(=O)N/N=C/c1ccc(-c2cccc(Cl)c2)o1 | -6 | -0.5 | -123 | -0.2 | -21 | -10 | 4 | 95 | 93
CCc1c(C)nc2ncnn2c1Nc1ccc(C#N)c(Cl)c1 | -3 | 0.5 | 11 | 0.6 | 30* | -2 | 4 | 99 | 103
O=[N+]([O-])c1ccc(N(CC2CO2)S(=O)(=O)c2ccccc2)cc1 (configuration not stated) | 10 | 0.2 | 2 | -0.6 | -15 | -8 | -2 | 102 | 105
CC1=CC(c2ccccc2)n2nc(N)nc2N1 (configuration not stated) | nt | -0.8 | nt | 0.0 | nt | 1 | 2 | 100 | 103
CCCNC(=S)N1CCC(NC(=O)c2cccc(C)c2)CC1 | -2 | 0.8 | -2 | 1.3 | 8 | -6 | 3 | 104 | 108
CC1(C)CC2CC(C)(CN2C(=O)c2cc(-c3ccccc3O)on2)C1 (configuration not stated) | -7 | 0.4 | -9 | 0.6 | 17 | nt | 13 | 110 | 110
COc1ccc(CN(CC(=O)NCc2ccccc2)C(=O)CCC(=O)Nc2nccs2)cc1 | 3 | -1.3 | 40 | -0.5 | -7 | -6 | 4 | 104 | 104
COC(=O)c1cccc(Cn2nc(C)c([N+](=O)[O-])c2C)c1 | -4 | 12 | 11 | 1.2 | 7 | -3 | -13 | 86 | 85
COc1ccc(CN2CCNC(=O)C2CC(=O)O)cc1OC (configuration not stated) | 1 | 0.6 | 0 | 0.1 | 9 | 5 | 0 | 104 | 105
O=C(NCCO)C(c1ccccc1)c1ccccc1 | -6 | -0.7 | -3 | 0.1 | 13 | -4 | -13 | 61 | 74
COC(=O)/C=C/c1oc2ccccc2c1C | -13 | -0.8 | 32 | 0.2 | -6 | -3 | -6 | 82 | 92
COc1cccc(-c2nnc(-c3ccccc3NC(=O)c3ccc(C(C)(C)C)cc3)o2)c1 | -13 | -1.2 | 32 | -0.3 | 22 | -3 | -11 | 98 | 94
NS(=O)(=O)c1ccc(CNC(=S)Nc2ccc(Cl)c(Cl)c2)cc1 | 33* | 0.5 | 19 | 1.8 | 2 | -5 | 1 | 99 | 108
CC(C)CC(=O)c1c[nH]c(C(=O)NCc2cccnc2)c1 | -1 | -1.0 | 28 | 0.2 | -9 | -3 | -5 | 80 | 89
O=C(OCc1ccc(F)cc1)c1cc2ccccc2cc1O | -6 | -1.5 | 3 | -0.2 | 5 | -8 | 6 | 105 | 107
COc1ccc(N(CC(=O)N2CCc3ccccc3C2)S(C)(=O)=O)cc1 | 5 | -0.1 | 12 | 0.6 | -7 | -3 | 3 | 103 | 102
CC(C)N1C(=O)S/C(=C/c2ccccc2OCc2ccc(C(=O)O)cc2)C1=O | -8 | 3.2 | 11 | 5.9 | -25 | -7 | 0 | 113 | 106
CN1CCc2nc(SCc3ccc(Cl)cc3)c(C#N)c(-c3cccs3)c2C1 | -6 | -0.7 | nt | 0.1 | nt | -1 | 28 | 104 | 129
COc1ccc(CC(=O)Nc2ccc(OC)nc2)cc1 | -5 | -0.3 | 32 | -0.7 | 6 | -4 | -1 | 105 | 104
Cc1nc(SCC(=O)N2c3ccccc3Sc3ccccc32)n[nH]1 | -3 | -1.6 | 11 | -0.2 | 0 | 1 | 6 | 106 | 103
N#CCCn1c(=S)[nH]c2ccccc21 | 2 | -0.2 | 88* | 0.3 | 6 | -3 | -1 | 100 | 96
CCOc1ccccc1NC(C)C(=O)Nc1cc(C(F)(F)F)ccc1N1CCOCC1 (configuration not stated) | -10 | -2.4 | -8 | -0.2 | 30 | -9 | 4 | 98 | 112
COc1ccc(N2C(=O)CC(N3CCN(c4cccc(Cl)c4)CC3)C2=O)cc1 (configuration not stated) | -19 | 3.0 | 34 | 1.6 | 4 | -9 | 10 | 104 | 112
CCOc1ccc(NC(=O)CC2C(=O)N(c3ccc(OCC)cc3)C(=S)N2C2CC2)cc1 (configuration not stated) | -8 | 0.3 | 28 | 4.6 | 5 | 0 | 2 | 101 | 100
Cc1ccc(-c2ccc(/C=N\n3cnnc3)o2)c(Br)c1 | -21 | -1.6 | 14 | -1.1 | -3 | 0 | 11 | 103 | 110
CCN(CCCNC(=O)Cn1cc2c(n1)CCCC2)c1cccc(C)c1 | -6 | -1.9 | 22 | 0.2 | 36 | 2 | 5 | 101 | 105
Cc1ccc(OCCOC(=O)c2sc(=S)n(C)c2C)cc1 | 3 | 0.6 | 17 | 1.4 | 4 | 0 | -4 | 102 | 103
COc1cc(NC(=O)[C@@H](NC(=O)N2CCn3c2nc2ccccc23)C(C)C)cc(OC)c1 | -5 | -0.6 | 15 | 0.9 | 28 | -1 | -7 | 95 | 95
O=[N+]([O-])c1ccc(Oc2ccc(Oc3ccc(C(F)(F)F)cn3)cc2)nc1 | -1 | -3.4 | 30 | 8.2 | 10 | -1 | -27 | 87 | 82
COc1cccc(C(=O)NNC(=O)C2CC(C)=C(C)CC2C(=O)O)c1 (configuration not stated) | 2 | 0.1 | 24 | 0.0 | 1 | -6 | 11 | 107 | 107
C=CCn1c(SC)nnc1-c1ccc2ncccc2c1 | -16 | 0.6 | 3 | -0.5 | nt | -4 | 16 | 117 | 114
CC(=O)c1cccc(S(=O)(=O)Nc2cccnc2)c1 | -3 | 0.0 | 27 | 0.8 | 7 | -6 | 16 | 102 | 106
COc1cc(NC(=S)NC(=O)c2ccc(C)cc2C)ccc1NC(=O)c1cccs1 | -15 | 0.2 | 62* | 0.7 | 27 | -3 | 2 | 107 | 99
CC(C)(C)C(=O)NNC(=O)COc1ccc2ccccc2c1Br | -8 | 4.2 | 37 | -0.1 | -10 | -4 | -12 | 92 | 91
CCc1ccccc1NC(=O)/C(=C/c1ccccc1)c1ccccc1 | 6 | 0.1 | 14 | 0.1 | 28 | -8 | 4 | 108 | 103
CC(OC(=O)CN(C)S(=O)(=O)c1ccc(Cl)cc1)C(=O)Nc1ncc(Cl)cc1Cl (configuration not stated) | -6 | 1.3 | 16 | 2.4 | 9 | -5 | 9 | 103 | 106
COc1ccccc1NC(=O)c1ccc2[nH]c(C)c(C)c2c1 | -2 | 0.2 | -7 | 1.4 | 24 | -11 | 10 | 109 | 108
COC(=O)C1CCN(S(=O)(=O)c2cn(C)c(=O)n(C)c2=O)CC1 | 5 | 0.0 | 14 | 0.7 | 26 | nt | 8 | 105 | 109
O=C(COc1ccc(-n2cnnn2)cc1)Nc1ccccc1Cl | 6 | 1.9 | 47 | 6.0 | 8 | -4 | -3 | 102 | 102
CCOc1ccc(NS(=O)(=O)c2ccc(NS(C)(=O)=O)cc2)cc1 | -5 | 1.6 | -10 | 1.1 | 6 | 0 | -2 | 99 | 99
CC(=O)Nc1cc(C(F)(F)F)ccc1Oc1cccc(Br)c1 | -7 | -2.0 | -31 | -1.5 | -6 | -4 | -4 | 96 | 96
O=C(Cc1c(O)c2ccccc2[nH]c1=O)NCc1cccc(F)c1 | 2 | 0.8 | 0 | 0.5 | -6 | nt | 5 | 104 | 97

Compounds shown so far containing a tert-butyl group:
SMILES | GPR7 antagonist | OXTR ag | PHOSPHO1 block | V1aR counter | NALP1 inh | GalR3 antagonist | MEKK2mut PB1 HTS | MEKK3 PB1 HTS | MEKK2 WT-MEK5
COc1cccc(-c2nnc(-c3ccccc3NC(=O)c3ccc(C(C)(C)C)cc3)o2)c1 | -13 | -1.2 | 32 | -0.3 | 22 | -3 | -11 | 98 | 94
CC(C)(C)C(=O)NNC(=O)COc1ccc2ccccc2c1Br | -8 | 4.2 | 37 | -0.1 | -10 | -4 | -12 | 92 | 91
